Platelet DG rel: modulates dense granule release in human platelets; human platelet-rich plasma, SFLLRN dense granule ATP release, luminescence; inhibition, %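 (compounds screened at 7.5 µM in platelet-rich plasma)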; 0.22% of 300,000 active; AID 1663;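 active = mean replicate score, as percent of positive control, at or above 50; inconclusive = mean below 50 but at least one replicate at or above 50; inactive = mean and every replicate below 50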
HSP90 refold inh: inhibitors of HSP90 luciferase refolding in rabbit reticulocyte lysate; luciferase refolding luminescence, 3 h; inhibition, % at 5.6 µM; 0.91% of 290,000 active;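 active = inhibition above the screen-wide mean plus 3 SD, computed separately per campaign, cut at about 16% in these data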;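 note: 0% = DMSO wells and 100% = 60 µM geldanamycin wells; inhibitors lower the luminescence because luciferase stays unfolded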
HSF-1 act: increases HSF-1 driven luciferase reporter signal. 1.7% of 300,000 active. NIH3T3-HGL HSF-1 luciferase reporter, MG132, 8 h; 100% = twice DMSO control signal. activation, % at 9 µM;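 active = mean replicate activation of at least 50% with a set share of replicates each reaching 50%; inconclusive = only one of those two conditions met; inactive = mean below 50% and too few replicates reaching it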;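 note: 0% = median of the neutral control wells and 100% = twice that signal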
AI-2 QS mod: modulates the Vibrio harveyi AI-2 quorum sensing system; Vibrio harveyi JMH597 AI-2 luminescence/OD600 ratio, 9 h; hits give low values; strain lacks LuxN and CqsS sensors; 0 = neutral-control median; activity change, % at 7.5 µM; 0.4% of 300,000 active; in the data active = activity change below about -75%, passing the limit was not always enough; inconclusive = no clear call, values can overlap the other calls;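 note: luminescence divided by OD600 gain over 9 h not by final OD600 alone; inactives centre near 13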
HDAC3 inh: blocks human histone deacetylase 3; O15379; recombinant HDAC3, fluorogenic peptide/trypsin coupled, fluorescence; inhibition, % at 8.3 µM; 0.15% of 320,000 active; AID 2718; in the data active = inhibition above about 26%, passing the limit was not always enough; inconclusive = no clear call, values can overlap the other calls
Target sequence (O15379 whole entry, looked up): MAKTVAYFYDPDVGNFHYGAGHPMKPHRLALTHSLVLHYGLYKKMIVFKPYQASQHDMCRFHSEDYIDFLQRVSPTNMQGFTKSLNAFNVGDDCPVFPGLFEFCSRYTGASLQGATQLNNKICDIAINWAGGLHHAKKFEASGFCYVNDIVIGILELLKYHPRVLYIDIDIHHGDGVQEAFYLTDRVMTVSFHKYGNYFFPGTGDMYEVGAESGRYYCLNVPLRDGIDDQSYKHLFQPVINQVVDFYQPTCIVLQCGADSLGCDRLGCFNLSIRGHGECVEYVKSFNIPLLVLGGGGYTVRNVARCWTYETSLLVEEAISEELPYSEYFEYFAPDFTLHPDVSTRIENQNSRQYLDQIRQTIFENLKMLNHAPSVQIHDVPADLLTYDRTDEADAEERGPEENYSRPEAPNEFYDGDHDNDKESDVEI
HSF1 inhib: HSF1 inhibition. NIH3T3-HGL HSE-luciferase, MG132-induced, luminescence 8 h; hits give low values. activity change, negative = inhibition, % at 7.5 µM (by protocol). 0.77% of 300,000 active. AID 2098;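 active = more than half of replicate wells show activity change below -50%, luminescence cut by over half; inconclusive = some wells, but at most half, below -50%; inactive = no replicate well below -50%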;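 note: luciferase reports HSF-1 transcriptional activity via heat shock element; 0% = median of DMSO wells and -100% = zero luminescence signal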
PolyA inhibitor: blocks polyadenylation in yeast reporter cells. AID 1875. 0.02% of 300,000 active. calls only at 12 µM. S. cerevisiae SKY197-pL101 polyadenylation reporter, beta-gal luminescence; efflux-impaired pdr1/pdr3 knockout yeast; score 100 = 6 SD above DMSO;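 active = lowest replicate activity score at least 50, where 100 means six control SD above control mean; inconclusive = lowest score under 50 but half or more replicates reach 50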;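 note: yeast exposed to compound for 9 h at 30 °C; higher score means more reporter readthrough which indicates perturbed polyadenylation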
GSK3beta inhib: blocks human GSK3beta kinase activity; P49841; GST-GSK3beta kinase, ADP-Glo luminescence, 60 min; hits give low values; activity score (negative = inhibition), % at 10 µM; 0.038% of 300,000 active; AID 2097;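 active = more than half of replicate wells score below -50%, meaning over 50% inhibition versus plate controls; inconclusive = some replicates but at most half score below -50%; inactive = no replicate scores below -50%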;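 note: 0% = median DMSO wells and -100% = median GW8510 positive control wells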
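Test system – GST-tagged human GSK3beta kinase, cell-free · Incubation – 60 min enzyme reaction, room temperature · Signal – ADP-Glo luminescence · Also added – peptide substrate and ATP at 25 µM · Controls – DMSO neutral wells and GW8510 at 20 µM as positive · Buffer or medium – Tris/MgCl2 kinase buffer · Measure – Luminescence-derived activity versus plate DMSO and GW8510 wells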
GSK3 alpha inh: inhibitors of human GSK-3 alpha kinase. inhibition, % at 10 µM. ADP-Glo luminescence, 60 min. P49840. 0.1% of 320,000 active. AID 2650;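 in the data active = inhibition above about 50%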;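 note: GST-tagged GSK-3 alpha with peptide substrate and 25 µM ATP; 0% = DMSO neutral wells and 100% = GW8510 positive control wells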
Target sequence (P49840 whole entry, looked up): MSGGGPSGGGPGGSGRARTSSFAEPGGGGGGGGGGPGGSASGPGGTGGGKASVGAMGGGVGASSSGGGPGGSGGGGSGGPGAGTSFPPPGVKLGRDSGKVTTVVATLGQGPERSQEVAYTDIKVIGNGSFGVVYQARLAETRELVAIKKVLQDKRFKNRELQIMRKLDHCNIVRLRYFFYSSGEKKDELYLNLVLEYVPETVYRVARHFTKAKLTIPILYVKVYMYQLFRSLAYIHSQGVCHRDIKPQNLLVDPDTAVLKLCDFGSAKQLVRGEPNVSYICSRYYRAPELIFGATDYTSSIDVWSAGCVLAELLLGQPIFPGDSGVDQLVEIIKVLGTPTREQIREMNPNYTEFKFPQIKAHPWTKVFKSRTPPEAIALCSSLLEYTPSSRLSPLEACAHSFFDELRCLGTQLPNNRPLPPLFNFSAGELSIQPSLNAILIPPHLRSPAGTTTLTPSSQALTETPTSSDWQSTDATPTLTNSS
Dyrk1A ADPGlo: blocks rat Dyrk1A kinase activity; Q63470; ADP-Glo luminescence, NFATc1 peptide; inhibition, % at 12.5 µM; 0.43% of 310,000 active; AID 504441; in the data active = inhibition above about 50%;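 note: plate controls were vehicle with enzyme for no effect and no enzyme for full effect; many of its hits are not listed in these tables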
The depositor's hits bear a star; i = inactive; u = inconclusive; x = no result given.

molecule	Platelet DG rel	HSP90 refold inh	HSF-1 act	AI-2 QS mod	HDAC3 inh	HSF1 inhib	PolyA inhibitor	GSK3beta inhib	GSK3 alpha inh	Dyrk1A ADPGlo
Cc1cc(C(=O)N/N=C/c2cn[nH]c2-c2ccccc2)cs1	-5	3	-3	49	3	-7	i	-4	10	-5
CSc1nc(C)[nH]c(=O)c1C#N	6	2	-5	35	-3	6	i	1	-3	-2
CCCC(=O)Nc1ccc(-c2csc(N/N=C\c3ccncc3)n2)cc1	1	0	-6	10	12	-1	i	3	-2	x
O=C(Nc1cccc(C(F)(F)F)c1)C1CCCN1S(=O)(=O)c1cccc2cccnc12 (centres undefined)	-1	-5	18	24	11	18	i	-2	-1	8
O=C(N/N=C/c1cnc(N2CCOCC2)s1)c1ccccc1	2	-4	6	21	x	-6	i	1	-2	2
COc1cccc(C(=O)C2CCCN(C(=O)c3ccc(C#CC(C)(C)O)cc3)C2)c1 (centres undefined)	-2	1	5	20	-4	4	i	1	0	2
COc1ccc(NC(=S)NC(=O)/C=C/c2ccc(F)cc2)cc1	1	4	-10	60	-3	0	i	2	4	-1
CC1CCC(C(C)C)C(OC(=O)Cn2nnc3c(cnn3-c3ccccc3)c2=O)C1 (centres undefined)	3	14	-10	30	5	-1	i	0	-2	4
COc1ccc(C2SC[C@@H](C(=O)O)N2C(C)=O)cc1 (some centres undefined)	-4	-1	14	15	-2	-5	i	0	-1	-2
O=C(NC(=S)NCc1ccccc1)c1cccc(Cl)c1	8	-2	-21	4	2	3	i	1	-3	-1
Cc1ccc(C2C(C#N)=C(N)Oc3cc(C)oc(=O)c32)o1 (centres undefined)	-2	-1	-3	-4	-2	-1	x	1	-3	-6
Cc1ccc(Nc2nc(-c3ccncc3)cs2)cc1	1	-2	13	23	x	4	i	-1	x	1
NC(N)=NS(=O)(=O)c1ccc(N=C2C(=O)Nc3ccccc32)cc1	-4	1	15	31	x	-8	i	-5	-1	-2
CCS(=O)(=O)N1CCC(C(=O)Nc2cccc(F)c2)CC1	3	-6	-3	7	-3	1	i	3	0	6
Cc1ccc(C(=O)NCCOc2ccc(Cl)cc2)cc1	-1	-4	32	u	2	22	i	0	-1	-2
CCOc1ccc(C(=O)CCC(=O)NC2=NCCS2)cc1	11	x	13	8	4	4	i	-1	-1	-2
CN1CCC(=O)N(CCOc2ccccc2)CC1	2	-2	-17	31	8	-2	i	1	1	0
CCOCCCNC(=O)C(NC(=O)c1ccc2c(c1)OCO2)c1ccccc1 (centres undefined)	-4	-2	-3	28	-3	-2	i	-1	-1	-2
N#Cc1ccc(-c2ccc(F)cc2)nc1SCC(=O)Nc1sc2c(c1C#N)CCC2	-1	-4	6	14	7	9	i	-3	13	0
COc1ccc(NC(=O)CC23CC4CC(CC(Br)(C4)C2)C3)c(OC)c1	10	3	14	-9	2	5	i	4	1	11
Cc1cc(OCC(=O)Nc2ccc(CCO)cc2)c2c(C)c(C)c(=O)oc2c1	3	0	27	10	-16	11	i	2	2	x
O=C(NCCN1CCOCC1)c1ccc2c(c1)N(Cc1ccccc1F)C(=O)c1ccccc1S2(=O)=O	0	8	-6	2	x	0	i	-1	x	3
COc1ccc(Nc2c3c(c(C#N)c4nc5ccccc5n24)CCC3)cc1	-75	2	41	25	-6	17	x	-2	-2	6
CN1CCN(C(=S)Nc2ccc(S(N)(=O)=O)cc2)CC1	1	-4	2	7	-4	-7	i	6	0	-5
NS(=O)(=O)c1ccc(CCNC(=O)c2nc(CS(=O)(=O)c3ccc(Cl)cc3)no2)cc1	2	-3	6	53	12	1	i	-2	0	-3
C=CCNc1nc(N)c(C(=C(C#N)C#N)c2ccc(Br)cc2)s1	9	1	1	18	-42	-6	i	0	0	5
O=C(CCc1ccc(O)c(O)c1)N/N=C/c1cc2c(cc1[N+](=O)[O-])OCO2	6	-6	20	17	9	3	i	-3	3	25
COc1ccc(C(=O)c2ccccc2)cc1Br	3	3	-1	7	-3	3	i	3	2	-7
CCOc1ccc(CNC(=O)CS(=O)(=O)Cc2nc(-c3ccc(OC)cc3)oc2C)cc1	-2	1	18	10	4	14	i	0	0	-2
Cc1csc(Nc2nc(N)c(C(=O)Nc3cc(Cl)ccc3F)o2)n1	-5	3	27	-11	5	3	i	0	2	0
COc1ccc(C(C[N+](=O)[O-])C2(c3ccc(OC)c(OC)c3)C(=O)c3ccccc3C2=O)cc1 (centres undefined)	-3	1	214*	-14	-13	146	i	1	0	-2
O=C(Nc1cccc([N+](=O)[O-])c1)c1ccccc1	-1	0	11	5	-2	-5	i	3	-1	2
O=C(NCc1ccco1)c1cc(=O)c2ccccc2o1	0	-3	-2	8	0	5	i	0	-4	-5
COc1ccc(O)c(/C=N/NC(=O)CCC(=O)Nc2cccc(C)c2)c1	2	-2	-11	16	0	2	i	-1	-2	-3
O=C(O)CCc1nn2c3ccccc3n(CC(=O)c3cccs3)c2nc1=O	-8	3	0	19	-14	2	i	2	-11	-3
Cc1[nH]c2ccccc2c1C(=O)C(=O)NCCc1ccc(S(N)(=O)=O)cc1	-15	2	-8	16	2	-6	i	-1	1	-2
COc1ccc(CNC2CCCc3ccccc32)cc1OC (centres undefined)	-8	1	-6	39	-1	3	i	4	-1	6
NS(=O)(=O)c1ccc(NC(=S)N2CCN(c3ccccc3)CC2)cc1	20	2	19	16	0	4	i	1	1	1
Cc1cc(N(CCO)CCO)ccc1C(c1ccc(N(CCO)CCO)cc1C)c1ccccc1Cl	14	1	7	19	12	1	i	0	3	1
CS(=O)(=O)c1ccc2nc(NC(=O)Nc3ccc(Cl)cc3)sc2c1	0	-3	7	11	-6	8	i	-3	1	-4
O=C(CSc1nc(-c2cccs2)cc(C(F)(F)F)n1)NCCCn1ccnc1	-5	1	0	8	2	4	i	0	1	-7
O=C1c2ccccc2C(=O)c2c1ncn2-c1ccccc1	9	-1	28	-8	2	8	i	0	0	3
COc1cc(Cl)ccc1OCc1cc(C(=O)N(C)C2CCOC2)no1 (centres undefined)	7	-4	34	42	4	12	i	1	-1	-2
O=C(NC1CCCCC1)C(c1ccc(Cl)cc1)N(C(=O)c1cnccn1)c1ccc2c(c1)OCO2 (centres undefined)	0	8	17	34	3	13	i	-3	-3	6
CC1CCN(C(=O)CSc2nnc(-c3cccnc3)n2C2CCCCC2)CC1	5	2	0	19	5	-4	i	1	2	3
Cc1ccc(NC(=O)CN2C(=O)NC3(CCCC3)C2=O)c(Cl)c1	0	0	-87	9	-2	-84*	i	3	-2	1
CCc1cccc(OCC(=O)Nc2c[nH]c(=O)[nH]c2=O)c1	14	-2	-11	15	-1	-4	i	1	-5	-4
Cc1ccc2cc(CCNC(=O)c3c(-c4ccccc4Cl)noc3C)c(=O)[nH]c2c1	7	2	8	33	4	5	i	2	0	-3
Cc1c(CCO)c(=O)n(C)n1C(=O)c1ccc(F)cc1	0	3	2	31	1	1	i	0	-2	-4
Cc1cc(=O)[nH]c(SCC(=O)O)c1C#N	-2	-8	-10	11	-2	-1	i	-4	31	1
CC1(C(=O)Nc2c(F)c(F)c(F)c(F)c2F)CC1(Br)Br (centres undefined)	-11	5	-4	15	9	1	i	-1	-2	-6
COc1ccc(C(=O)NC2CCCc3c2cnn3-c2ccccc2F)cc1OC (centres undefined)	13	-7	0	12	7	-5	i	0	-1	-3
O=C(CS(=O)(=O)c1ccccc1)Nc1cccnc1	1	2	14	10	0	-3	i	1	3	1
CCCS(=O)(=O)c1c(S(=O)(=O)CCC)c2ccc(C(C)=O)cn2c1C(=O)OC	-2	2	x	9	-5	x	i	2	1	-5
c1ccc2[nH]c(CCCCc3nc4ccccc4[nH]3)nc2c1	5	5	5	5	-3	6	i	-1	0	-2
O=C(O)C1CCCCC1C(=O)NC1C2CC3CC(C2)CC1C3 (centres undefined)	-5	5	17	14	3	-3	i	-2	9	6
Cc1c(Cl)ccc(S(=O)(=O)Nc2cccnc2)c1Cl	-4	1	1	2	5	-3	i	-1	-1	1
O=C(Nc1nnc(CCc2ccccc2)s1)c1ccco1	0	-3	-5	11	3	2	i	-1	-3	0
O=S(=O)(/N=C(/Nc1cccc2ccccc12)c1ccccc1)c1cccs1	-3	3	-6	6	-4	-8	i	0	x	-4
CNc1nc(C)c([N+](=O)[O-])c(Nc2ccc(OC)cc2)n1	-11	5	6	13	-2	2	i	-4	2	2
CN(C)NC(=O)c1ccc([N+](=O)[O-])s1	-5	4	10	-7	5	-2	i	0	0	0
CC(=O)NC(Cc1ccc(C)cc1)C(=O)NC1CCN(C(=O)NCc2ccccc2)CC1 (centres undefined)	-10	-1	4	33	x	-2	i	0	x	-1

The list is partial. The share of hits here may be higher or lower than overall.
